OX1R antag: OX1R (HCRTR1) antagonists, primary screen, fluorescence, CHO/OX1R cells, Fluo-8 calcium, orexin A; Fluo-8 calcium fluorescence; inhibition, % at 5 µM; 330,000 tested, 0.43% active; AID 434989, 2010;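 active = inhibition above its plate's threshold, mean inhibition of all tested compounds on the plate plus 3 SD, cut at about 37% in these data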;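 note: 0% = orexin A challenge wells and 100% = SB-334867-A antagonist wells; not every result past the cut was called active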
Target sequence (O43613 whole entry, looked up): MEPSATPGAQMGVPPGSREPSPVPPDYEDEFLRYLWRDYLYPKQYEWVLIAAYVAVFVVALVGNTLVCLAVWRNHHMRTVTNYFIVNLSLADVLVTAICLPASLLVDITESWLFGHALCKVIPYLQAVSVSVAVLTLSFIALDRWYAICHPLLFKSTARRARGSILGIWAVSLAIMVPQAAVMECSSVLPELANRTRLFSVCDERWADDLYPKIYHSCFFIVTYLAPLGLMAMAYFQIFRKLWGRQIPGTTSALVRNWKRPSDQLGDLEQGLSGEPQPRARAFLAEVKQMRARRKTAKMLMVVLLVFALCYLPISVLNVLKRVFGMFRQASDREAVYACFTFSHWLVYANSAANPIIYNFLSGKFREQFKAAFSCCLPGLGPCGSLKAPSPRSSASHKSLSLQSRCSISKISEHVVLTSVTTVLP
CHT PAM: CHT positive allosteric modulators, primary screen, cell-based, membrane potential dye, choline EC20; High affinity choline transporter 1 (Homo sapiens), Q9GZV3; CHT-expressing cells; hits give high values; LV-AA mutant CHT in HEK293 cells; B-score at 10 µM; 310,000 tested, 0.49% active; AID 488977, 2010;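 active = initial fluorescence not abnormally high and integrated response B-score, plate-corrected, over 3 SD above library mean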
Target sequence (Q9GZV3 whole entry, looked up): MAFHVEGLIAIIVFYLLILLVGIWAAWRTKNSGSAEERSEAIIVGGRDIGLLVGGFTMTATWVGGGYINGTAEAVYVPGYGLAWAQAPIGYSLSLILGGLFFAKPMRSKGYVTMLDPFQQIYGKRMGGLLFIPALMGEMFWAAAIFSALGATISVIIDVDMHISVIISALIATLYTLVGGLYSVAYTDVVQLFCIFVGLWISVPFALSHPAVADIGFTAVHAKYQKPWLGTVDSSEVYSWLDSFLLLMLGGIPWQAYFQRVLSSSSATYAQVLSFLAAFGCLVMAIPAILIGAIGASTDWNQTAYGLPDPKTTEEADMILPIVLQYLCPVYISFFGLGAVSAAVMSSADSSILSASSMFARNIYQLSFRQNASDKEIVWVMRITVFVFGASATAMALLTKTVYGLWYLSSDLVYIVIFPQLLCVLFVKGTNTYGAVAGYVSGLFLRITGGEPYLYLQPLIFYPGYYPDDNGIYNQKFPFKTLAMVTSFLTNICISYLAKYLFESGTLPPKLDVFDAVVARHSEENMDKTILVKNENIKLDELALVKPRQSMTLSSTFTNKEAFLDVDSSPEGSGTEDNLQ
Numbers without * were called inactive; i = inactive; / = not tested or not shown.

Every second line gives: OX1R antag	CHT PAM
- COC(=O)c1ccccc1NC(=O)CSc1[nH]c(=O)cc(C)c1C#N
→ 4	i
- Cc1ccc(S(=O)(=O)N/N=C/c2c[nH]c3ccccc23)cc1
→ 10	i
- CN(C(=O)c1cc2sccc2n1C)C1CCCCC1
→ -25	i
- NC(=O)[C@@H]1CCCN1C(=O)[C@@H](Cc1cnc[nH]1)NC(=O)[C@@H]1CCC(=O)N1
→ -2	/
- CSc1nc(N2CCOCC2)c2ccccc2n1
→ -14	i
- O=C(C1CCN(S(=O)(=O)c2cccc3cccnc23)CC1)N1CCc2ccccc21
→ -27	i
- Clc1ccc(N2CCCCCC2)nn1
→ -2	i
- O=c1cc(-c2ccccc2)nc(SCc2ccccc2)[nH]1
→ -7	i
- Cc1ccc(C(=O)N/N=C\c2ccccn2)cn1
→ -1	i
- CC(OC(=O)[C@@H]1CCCN1C(=O)c1cccs1)C(=O)Nc1cccc([N+](=O)[O-])c1 (stereo not given in full)
→ 7	/
- COC(=O)c1ccc(C(=O)Nc2ccc(N)cc2N)cc1
→ 4	i
- CC(C)n1c(O)c(/C=C2\C=NN=C2c2ccccc2)sc1=S
→ -42	i
- COc1ccc(N(C(=O)CNC(=O)c2ccco2)C(C(=O)NCC2CCCO2)c2ccc(OC)c(OC)c2)cc1 (stereo not given)
→ 1	i
- COc1ccccc1-n1c(SCC(=O)NC2CCS(=O)(=O)C2)nc2ccccc2c1=O (stereo not given)
→ 4	/
- Cc1cc(Cl)cc(C)c1OCCNCc1ccccc1
→ -29	i

The last 3 records of the part before lead into the next:
Every second line gives: OX1R antag	CHT PAM
- COc1ccc(N(C(=O)CNC(=O)c2ccco2)C(C(=O)NCC2CCCO2)c2ccc(OC)c(OC)c2)cc1 (stereo not given)
→ 1	i
- COc1ccccc1-n1c(SCC(=O)NC2CCS(=O)(=O)C2)nc2ccccc2c1=O (stereo not given)
→ 4	/
- Cc1cc(Cl)cc(C)c1OCCNCc1ccccc1
→ -29	i
- COC(=O)Cn1cnc2ccccc2c1=O
→ 0	i
- COc1nc(-c2ccncc2)nc2ccccc12
→ -22	i
- COc1ccc(C(=O)Nc2cc(C(C)=O)c(/C=C/N(C)C)oc2=O)cc1
→ -12	i
- Cc1ccc(CC2CC(=O)N(c3ccc(Cl)cn3)C2=O)cc1 (stereo not given)
→ -19	i
- COc1ccc(/C=N\NC(=O)CNC(=O)C(c2ccccc2)c2ccccc2)cc1[N+](=O)[O-]
→ -34	i
- O=C(c1ccccc1)N1CCN(CC2CC=CCC2)CC1 (stereo not given)
→ -2	i
- O=C1CCC(C(=O)N2CCc3c(Cl)cccc3C2)CN1CCCN1CCOCC1 (stereo not given)
→ /	i
- N#Cc1c(-c2ccco2)cc(-c2ccc(F)cc2)nc1N
→ -1	i
- CC(C)(CN1CCN(C(c2ccccc2)c2ccccc2)CC1)NS(=O)(=O)c1ccccc1
→ -28	i
- Cc1ccc(C(=O)N2N=C(c3ccc(NS(C)(=O)=O)cc3)CC2c2cccs2)cc1 (stereo not given)
→ -18	i
- CC(C)Oc1ccc2ccccc2c1C=O
→ -23	i
- CCN(C(=O)COC(=O)c1cc(S(=O)(=O)N(C)C)ccc1Cl)C1CCS(=O)(=O)C1 (stereo not given)
→ -12	i
- CCOc1ccc(/C=C/C(=O)OCC(=O)Nc2cccc(S(=O)(=O)N3CCCC3)c2)cc1
→ 0	/
- O=C(NC12CC3CC(CC(C3)C1)C2)N1CCN(c2nc(-c3ccccc3)cs2)CC1
→ -15	i
- O=c1[nH]c(C2CC2)nc2sc3c(c12)CCCC3
→ 11	i

(list continues)
Every second line gives: OX1R antag	CHT PAM
- COc1ccc(CNC(=O)COC(=O)c2cc(-c3ccc(Cl)s3)nc3ccccc23)cc1
→ -20	i
- COC(=O)[C@H](Cc1ccccc1)NC(=O)Nc1ccc(S(N)(=O)=O)cc1
→ -7	i
- CC(C)(C)N=Cc1cc(-c2ccccc2)sc1O
→ -22	i
- COCCCNC(=O)c1c(N)n(-c2cccc(S(N)(=O)=O)c2)c2nc3ccccc3nc12
→ -11	i
- Cc1ccc(OCc2nnc(SCC(=O)N3c4ccccc4Sc4ccc(Cl)cc43)o2)cc1
→ -19	i
- CCOc1ccc(NC(=O)c2cc(S(=O)(=O)N3CCCCC3)c[nH]2)cc1
→ -16	i
- CC(C)c1onc(C(=O)N2CCC(C(N)=O)CC2)c1[N+](=O)[O-]
→ -15	i
- CC(C)CC(NS(=O)(=O)OCC(Cl)(Cl)Cl)c1ccccc1 (stereo not given)
→ 0	i
- N#CCOC(=O)[C@H](Cc1c[nH]c2ccccc12)NS(=O)(=O)c1ccc(Cl)cc1
→ 19	i
- O=C(COC(=O)CCc1nc2ccccc2s1)Nc1cccc(S(=O)(=O)N2CCOCC2)c1
→ -17	i
- COc1ccc(/C=C(\NC(=O)c2ccccc2)C(=O)NCCN2CCOCC2)cc1OC
→ -16	i
- COCCNC(=O)c1ccc2c(c1)CCN2S(C)(=O)=O
→ -3	i
- CC(Sc1nnnn1C)C(=O)Nc1ccccc1 (stereo not given)
→ -21	i
- CCCCOCCCN1CC(=O)N2C(C)c3[nH]c4ccccc4c3C[C@H]2C1=O (stereo not given in full)
→ -10	i
- Cc1ccc(C(C[N+](=O)[O-])Sc2ccc(N)cc2)cc1 (stereo not given)
→ -16	i

Other compounds:
Every second line gives: OX1R antag	CHT PAM
- CCc1ccc2[nH]c3nc(SCC(=O)NNC(=O)c4ccc(C(C)(C)C)cc4)nnc3c2c1
→ -21	i
- CCOC(=O)c1[nH]c(C)c(C(=O)c2cc(F)ccc2F)c1C
→ -12	i
- Cn1cc(CNC(=O)C2CCC(=O)N(Cc3cccc(C(F)(F)F)c3)C2)cn1 (stereo not given)
→ /	i
- Cc1ccc(S(=O)(=O)c2c(C)nn(C(C)(C)C)c2OC(=O)c2ccco2)cc1
→ -35	i
- Cc1cccc(OC(=O)c2sc(Cl)nc2C)c1
→ -10	i
- Cc1c(Br)c(C(F)(F)F)nn1CC(=O)NCCCn1ccnc1
→ -16	i
- CCCOC(=O)c1ccc(NC(=O)Oc2ccccc2)cc1
→ -11	i
- Cc1ccc(S(=O)(=O)N2CCCC(C(=O)NCCC(C)C)C2)cc1 (stereo not given)
→ -16	i
- O=C(c1cnsn1)N1CCN(c2ccccc2)CC1
→ -22	i
- COC(=O)c1c(S(=O)(=O)N2CCOCC2)c(C)n(C)c1C
→ 10	i
- CC(Oc1ccc(Cl)cc1Cl)C(=O)NCCC1=CCCCC1 (stereo not given)
→ -37	i
- CSc1ccc(Cl)c(C(=O)Nc2nccs2)c1
→ -30	i
- CC(c1ccccc1)N1C(=O)C2C3CCC(C3)C2C1=O (stereo not given)
→ -5	i
- COc1ccnc2c1c(=O)n(Cc1cccc(F)c1)c(=O)n2C
→ -21	i
- O=C(O)CCC(=O)N1CCN(c2ncccn2)CC1
→ -3	i

Next section
Every second line gives: OX1R antag	CHT PAM
- CCc1ccc(NC(=O)CS(=O)CC(=O)Nc2ccc(F)cc2F)cc1 (stereo not given)
→ 9	i
- CCn1c(=O)c2c(nc3n2CCCN3c2cccc(C)c2)n(C)c1=O
→ -17	i
- O=C(Nc1cccnc1)c1ccc(NC(=O)c2ccco2)cc1
→ -8	i
- CC(=O)c1c(C)[nH]c(C(=O)OCC(=O)Nc2ccc([N+](=O)[O-])cc2Cl)c1C
→ -20	i
- COCCn1c(SCC(=O)NC(=O)NCc2ccccc2)nc2ccccc2c1=O
→ -17	/
- COc1ccc(-n2c(Cc3cccn3C)nnc2SCC(=O)Nc2cccc(NC(C)=O)c2)cc1
→ -5	i
- O=C(CSc1ncn[nH]1)Nc1c(Br)cc([N+](=O)[O-])cc1Br
→ -5	i
- O=C(CNS(=O)(=O)c1cccs1)NCc1ccccc1
→ 0	i
- CCn1cc(C(=O)N2CCCC(N3CCN(c4cccc(C(F)(F)F)c4)CC3)C2)cn1 (stereo not given)
→ -18	i
- CC(=O)NC(CC(=O)NCC(=O)Nc1ccc(F)c(F)c1)c1ccccc1 (stereo not given)
→ -13	i
- CC(=O)N(c1nnc(-c2ccc(C)cc2)s1)C1CCCC1
→ -26	i
- COc1ccccc1CNC(=O)C1CCN(S(=O)(=O)N2CC(C)CC(C)C2)CC1 (stereo not given)
→ -11	i
- COc1ccc(N2CCN(C(=O)COC(=O)c3ccccc3OCc3ccc(F)cc3)CC2)cc1
→ -23	6.8*
- C=CCn1sc(N)c(C(=O)OCC)c1=S
→ 6	i
- Cc1cc(-c2ccc(Cl)s2)n[nH]1
→ 2	i

(continued)
Every second line gives: OX1R antag	CHT PAM
- CCOC(=O)N1CCN(C(=S)Nc2ccc(C)cc2)CC1
→ 1	i
- COc1ccc(-c2cn[nH]c2-c2ccc(OC)cc2O)cc1
→ -8	i
- Cc1cc(C(=O)COC(=O)c2ccc([N+](=O)[O-])o2)c(C)n1CC1CCCO1 (stereo not given)
→ -12	i
- COc1ccc(NC(=O)c2cccc(N3C(=O)C4C5C=CC(C6CC56)C4C3=O)c2)c(OC)c1 (stereo not given)
→ -15	i
- CCn1c(C(c2ccccc2)c2ccccc2)n[nH]c1=S
→ -19	i
- CCOc1cc(CNCCCN2CCOCC2)cc(Br)c1OCc1ccccc1Cl
→ -1	i
- CCOC(=O)N1CCC(NC(=O)Cc2cn(C)c3ccccc23)CC1
→ -13	i
- CCOC(=O)c1c(-c2ccc(OC)cc2)oc2ccc(O)cc12
→ -37	i
- CC(C)C(NC(=O)OCc1ccccc1)C(=O)NC1CCCCC1 (stereo not given)
→ -11	i
- COc1cccc(CN(C)C(=O)c2[nH]c(C)c(C(C)=O)c2C)c1OC
→ 5	i
- CCOC(=O)c1cc2c(=O)n3cccc(C)c3nc2n(CC2CCCO2)c1=NC(C)=O (stereo not given)
→ -5	i
- COc1ccc(N(C)S(=O)(=O)c2c(C)[nH]c(=O)[nH]c2=O)c(OC)c1
→ -10	i
- Cc1c(C)c2ccc(OCc3ccc(C(=O)O)o3)c(C)c2oc1=O
→ 8	7.8*
- O=C(c1ccc(F)cc1)C(CCCCCC(CN1CCOCC1)C(=O)c1ccc(F)cc1)CN1CCOCC1 (stereo not given)
→ -20	i
- Cc1nc(SCCCSc2n[nH]c(C)n2)n[nH]1
→ -4	i

Next part
Every second line gives: OX1R antag	CHT PAM
- Cc1cc(S(=O)(=O)Nc2ccc3c(c2)n(C)c(=O)n3C)ccc1F
→ -47	i
- Nc1cccnc1S(=O)(=O)c1ccccc1
→ -5	i
- O=C(C1=C(O)C(=O)N(CCc2ccccc2)C1c1ccncc1)c1cc2ccccc2o1 (stereo not given)
→ -17	i
- COc1ccc(C2=NOC(Cn3nc(C(=O)NCc4cccs4)cc3-c3ccccc3)C2)cc1 (stereo not given)
→ -14	i
- COCc1cc(C)nc(N/N=C/c2ccc(-c3ccc(C(=O)O)c(Cl)c3)o2)c1C#N
→ -29	i
- O=C(N/N=C/C=C/c1ccco1)c1cccc([N+](=O)[O-])c1
→ -7	i
- CC(=O)OC[C@H]1O[C@@H](O[C@H]2C[C@]3(C)C(C[C@@H](O)C4C([C@]5(C)CC[C@@H](C(C)(C)O)O5)CC[C@]43C)[C@@]3(C)CC[C@H](O)C(C)(C)C23)[C@H](O[C@@H]2O[C@@H](C)[C@H](O)[C@@H](O)[C@H]2O)[C@@H](O)[C@@H]1O (stereo not given in full)
→ 4	/
- O=C1/C(=C/c2ccc([N+](=O)[O-])cc2)C=C(c2ccccc2)N1c1ccc(O)cc1
→ -10	i
- CCOC(=O)c1sc2nc(CC(=O)OC)nc(NCC(=O)OC)c2c1C
→ -24	i
- CC(=O)N1CCc2cc(S(=O)(=O)N3CCOCC3)ccc21
→ -11	i
- Cc1cc(C)nc(N2CCC(C(=O)NC3CCCc4ccccc43)CC2)n1 (stereo not given)
→ -11	i
- Cc1c(NS(=O)(=O)c2ccc(Br)cc2)c(=O)n(-c2ccccc2)n1C
→ -12	i
- CCOc1ccc(NC(=O)CN2C(=O)NC3(CCCC3)C2=O)cc1S(=O)(=O)N1CCCCC1
→ -13	/
- O=C(CSC1=NCCS1)Nc1ccc(S(=O)(=O)N2CCCCCC2)cc1
→ 2	i
- O=C(CN1CCN(S(=O)(=O)c2ccc(F)c(F)c2)CC1)Nc1ccccc1C(=O)NC1CC1
→ -22	/

Record cards, from the list above. Order of screens: OX1R antag, CHT PAM
`Cc1cc(S(=O)(=O)Nc2ccc3c(c2)n(C)c(=O)n3C)ccc1F` is listed as -47, i
`O=C(C1=C(O)C(=O)N(CCc2ccccc2)C1c1ccncc1)c1cc2ccccc2o1` (stereo not given) is listed as -17, i
`COCc1cc(C)nc(N/N=C/c2ccc(-c3ccc(C(=O)O)c(Cl)c3)o2)c1C#N` is listed as -29, i
`O=C(CN1CCN(S(=O)(=O)c2ccc(F)c(F)c2)CC1)Nc1ccccc1C(=O)NC1CC1` is listed as -22, /
`CC(=O)OC[C@H]1O[C@@H](O[C@H]2C[C@]3(C)C(C[C@@H](O)C4C([C@]5(C)CC[C@@H](C(C)(C)O)O5)CC[C@]43C)[C@@]3(C)CC[C@H](O)C(C)(C)C23)[C@H](O[C@@H]2O[C@@H](C)[C@H](O)[C@@H](O)[C@H]2O)[C@@H](O)[C@@H]1O` (stereo not given in full) is listed as 4, /

Remaining list, next part
Every second line gives: OX1R antag	CHT PAM
- CC(C)c1ccc(C(C(=O)NC2CCCC2)N(C(=O)CNC(=O)c2ccco2)c2cccnc2)cc1 (stereo not given)
→ -25	i
- Cc1cccc(NC(=O)NCc2ccc3c(c2)OCO3)c1C
→ 11	i
- O=C(C[C@@H]1C/C=C\CCCC(=O)OC[C@@H]2CCCN2C1=O)N[C@H](CO)Cc1ccccc1
→ 0	/
- Cc1ccc2nc(NC(=O)c3ccc(-c4nc5ccccc5s4)s3)sc2c1
→ -32	i
- Cn1c(=O)c2c(nc(SCc3ccccc3F)n2C)n(C)c1=O
→ -6	i
- CN1CCN(S(=O)(=O)c2ccc(SCCOc3ccc(Cl)cc3)nc2)CC1
→ 14	/
- CSc1ncccc1C(=O)Nc1ccc(S(=O)(=O)NC2=NCCCCC2)cc1
→ -12	i
